Bim-Mcl-1: disrupts Bim peptide binding to human Mcl-1 | actives 0.1% (n = 190,000) | Q07820 | Bead-based flow cytometry, Bim peptide-Mcl-1 binding | inhibition, % at 10 µM; in the data active means inhibition above about 40%;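 further: 0% = no compound tracer wells and 100% = peptide blocker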
Target sequence (Q07820 whole entry, looked up): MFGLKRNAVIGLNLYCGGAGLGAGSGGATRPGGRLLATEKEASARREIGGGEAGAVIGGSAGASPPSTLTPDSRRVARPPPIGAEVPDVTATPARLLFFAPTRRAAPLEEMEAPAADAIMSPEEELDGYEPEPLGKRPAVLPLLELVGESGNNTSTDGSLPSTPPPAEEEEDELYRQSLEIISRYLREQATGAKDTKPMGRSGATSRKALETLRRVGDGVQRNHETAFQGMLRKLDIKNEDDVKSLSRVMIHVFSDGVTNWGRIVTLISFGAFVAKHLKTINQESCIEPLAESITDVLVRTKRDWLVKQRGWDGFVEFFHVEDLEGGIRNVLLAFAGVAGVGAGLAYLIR
Avidin bead fluor: compound fluoresces at 488/530 nm on avidin beads; actives 0.38% (n = 220,000); fluorescence (KMESF) at 10 µM; compound fluorescence 488/530 nm, flow cytometry; stronger effect = higher value; AID 1775; in the data active means fluorescence above about 47; further: inactives centre near 10
Rac1 wt modul: human Rac1 wildtype GTP binding, inhibitors and activators; GST-Rac1 beads, fluorescent GTP binding, flow cytometry; actives lie on both sides; 0 = cold GTP competed, 100 = untreated; GTP binding activity (% of control), % at 10 µM; P63000; actives 0.27% (n = 190,000);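 active means GTP binding activity at least 20 points away from the 100% control level, either lower or higher; inconclusive means compound flagged as likely green fluorescent, judged across all proteins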
Cdc42 wt GTP: modulators (inhibitors or activators) of GTP binding to human Cdc42 wildtype; AID 761; actives 0.2% (n = 190,000); GST-Cdc42 beads, Bodipy-GTP binding, flow cytometry; actives lie on both sides; percent activity (GTP binding), % at 10 µM;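 active means percent activity GTP binding at least 20 points away from the 100% baseline, either down as inhibitor or up as activator; inconclusive means compound flagged as likely green fluorescent from well-wide comparison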;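 further: median bead fluorescence of bound Bodipy-FL-GTP at 100 nM; 0% = excess unlabeled GTP control and 100% = no compound control; below 100% means less GTP binding so inhibitor and above means activator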
Target sequence (P60953 whole entry, looked up): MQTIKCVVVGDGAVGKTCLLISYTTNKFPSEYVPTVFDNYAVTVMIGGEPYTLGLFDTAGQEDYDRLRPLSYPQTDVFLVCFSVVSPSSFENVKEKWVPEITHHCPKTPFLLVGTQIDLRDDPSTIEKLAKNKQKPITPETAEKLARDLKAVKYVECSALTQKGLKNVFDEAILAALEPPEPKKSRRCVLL
Mcl1-Noxa inh: Mcl-1/Noxa interaction inhibition | Q07820 | TR-FRET Mcl-1/Noxa peptide binding, 2 h | inhibition, % at 21.7 µM | actives 1.5% (n = 220,000);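 active means compounds that cut the protein-peptide binding signal by more than 50% relative to plate controls in a single-dose test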;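 further: His-tagged Mcl-1 with rhodamine Noxa BH3 peptide and terbium anti-His antibody; 0% = Mcl-1 plus Noxa peptide wells and 100% = peptide-only wells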
HRas wt GTP bind: changes GTP binding to wildtype human HRas. GST-Ras wt beads, Bodipy-FL-GTP binding, flow cytometry; actives lie on both sides. GTP binding activity, % at 10 µM. actives 0.14% (n = 190,000);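 active means GTP binding activity at least 20% away from the 100% baseline, either lowered as inhibitor or raised as activator; inconclusive means flagged as likely green fluorescent, judged across all proteins in the well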;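 further: 0% = unlabeled GTP competition control and 100% = no-compound control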
Target sequence (P01112 whole entry, looked up): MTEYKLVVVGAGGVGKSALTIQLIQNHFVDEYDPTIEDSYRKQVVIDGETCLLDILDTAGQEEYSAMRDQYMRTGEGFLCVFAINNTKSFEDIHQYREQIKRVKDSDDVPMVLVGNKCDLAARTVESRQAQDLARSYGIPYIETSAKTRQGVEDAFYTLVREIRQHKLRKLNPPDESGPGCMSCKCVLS
Pf gamet viab: P. falciparum stage V gametocyte viability inhibition. P. falciparum stage V gametocytes, ATP luminescence, 24 h. actives 0.065% (n = 150,000). inhibition, % at 10.9 µM. AID 743093;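 active means inhibition above the mean plus 3 SD of compounds within the control limits, set per campaign, cut at about 38% in these data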;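 further: 0% = DMSO wells and 100% = medium only without gametocytes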
Rab2 wt GTP: changes GTP binding to wildtype dog Rab2A, up or down | GST-Rab2 wt beads, Bodipy-GTP binding, flow cytometry | AID 760 | GTP binding activity, % at 10 µM | P61105 | actives 0.19% (n = 190,000);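 active means GTP binding activity at least 20 points away from 100%, either lowered or raised; inconclusive means signal likely due to the compound's own green fluorescence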;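 further: 0% = beads with excess unlabeled GTP and 100% = no-compound control corrected for plate trend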
Mcl1 Bid PPI: disrupts binding of human Mcl-1 to Bid peptide | inhibition, % at 21.7 µM | Q07820 | actives 0.97% (n = 220,000) | TR-FRET Mcl-1/Bid-Dy647 peptide binding, 1536-well;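 active means compounds that cut the binding signal by more than half at the single screening dose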;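 further: His-tagged Mcl-1 with europium anti-His antibody binding Bid BH3 peptide; 0% = Mcl-1 plus peptide wells and 100% = peptide-only wells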
Rab7 wt modul: alters GTP binding to wildtype dog Rab7. GST-Rab7 beads, fluorescent GTP binding, flow cytometry; actives lie on both sides; untreated = 100%, excess cold GTP = 0%. GTP binding activity (percent of control), % at 10 µM. actives 0.055% (n = 190,000). AID 758;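 active means fluorescent GTP binding to Rab7 beads changed by at least 20 points from the 100% baseline, either direction, mostly lower; inconclusive means compound itself probably fluorescent, or too few beads counted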;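 further: median green fluorescence of bound Bodipy-FL-GTP per Rab7 bead population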
Rac1 act GTP bind: modulators of GTP binding to human Rac1 activated mutant; P63000; GST-Rac1 activated beads, fluorescent GTP binding, flow cytometry; actives lie on both sides; 100% means binding = to untreated wells; percent activity (GTP binding), % at 10 µM; actives 0.11% (n = 190,000);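 active means GTP binding at least 20 percentage points away from the 100% baseline, in either direction, so actives lie on both sides; inconclusive means Compound likely fluorescent itself, or too few beads counted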
* hit, by the source's call; ? = inconclusive; . = no result given.

#1 Cc1ccccc1C(=O)NNC(=S)Nc1cccc(C(F)(F)F)c1
#2 CCc1ccc(NCCC(=O)c2ccc(Br)cc2)cc1
#3 CN(C)c1cccc(C(=O)OCC(=O)Nc2ccccc2Cl)c1
#4 Cc1nn(CCC(=O)NNC(=S)Nc2ccc([N+](=O)[O-])cc2)c(C)c1[N+](=O)[O-]
#5 NC(=O)c1cc(S(=O)(=O)Nc2cccc(F)c2)co1
#6 O=C(Cc1ccc(Cl)cc1)NNC(=O)c1cnccn1
#7 O=C1OC(c2ccccc2)=NC12CC2c1ccc(Cl)cc1 (centres undefined)
#8 COc1ccc(OCC(=O)NC(=S)Nc2ccc(S(=O)(=O)Nc3cc(OC)nc(OC)n3)cc2)cc1

Compound	1	2	3	4	5	6	7	8
Bim-Mcl-1	-3	-4	0	-1	0	-2	-1	-1
Avidin bead fluor	13	11	24	20	8	12	3	3
Rac1 wt modul	100	97	93	95	104	?	?	95
Cdc42 wt GTP	100	96	95	94	102	?	?	96
Mcl1-Noxa inh	-26	-23	11	-24	5	19	-2	27
HRas wt GTP bind	99	96	99	95	100	?	?	97
Pf gamet viab	1	.	26	-12	.	.	12	10
Rab2 wt GTP	98	95	97	95	102	?	?	93
Mcl1 Bid PPI	-74	-32	-54	-60	-13	-20	0	-50
Rab7 wt modul	96	95	102	97	101	?	?	92
Rac1 act GTP bind	100	93	95	94	99	?	?	93

5 records drawn at random from the list so far, as already listed:
#8 COc1ccc(OCC(=O)NC(=S)Nc2ccc(S(=O)(=O)Nc3cc(OC)nc(OC)n3)cc2)cc1
#7 O=C1OC(c2ccccc2)=NC12CC2c1ccc(Cl)cc1 (centres undefined)
#4 Cc1nn(CCC(=O)NNC(=S)Nc2ccc([N+](=O)[O-])cc2)c(C)c1[N+](=O)[O-]
#2 CCc1ccc(NCCC(=O)c2ccc(Br)cc2)cc1
#6 O=C(Cc1ccc(Cl)cc1)NNC(=O)c1cnccn1

Compound	8	7	4	2	6
Bim-Mcl-1	-1	-1	-1	-4	-2
Avidin bead fluor	3	3	20	11	12
Rac1 wt modul	95	?	95	97	?
Cdc42 wt GTP	96	?	94	96	?
Mcl1-Noxa inh	27	-2	-24	-23	19
HRas wt GTP bind	97	?	95	96	?
Pf gamet viab	10	12	-12	.	.
Rab2 wt GTP	93	?	95	95	?
Mcl1 Bid PPI	-50	0	-60	-32	-20
Rab7 wt modul	92	?	97	95	?
Rac1 act GTP bind	93	?	94	93	?

(cont.)
#9 CCOc1ccccc1NC(=O)NC(C)c1ccncc1 (centres undefined)
#10 CCN(CC)C(=S)SCC(=O)c1ccccc1
#11 O=C(NC(=S)NCC1CCCO1)c1ccc(Cl)cc1Cl (centres undefined)
#12 CCCCC(=O)NC(=S)Nc1cccc(NC(=O)c2ccco2)c1
#13 CN1CCN(c2ccc(Cl)cc2NC(=O)CCN2C(=O)c3ccccc3C2=O)CC1
#14 CCCC(=O)Nc1c(C(=O)OCC)[nH]c2ccccc12
#15 COc1cccc(C2NC(=S)NC3=C2CCc2ccccc23)c1 (centres undefined)
#16 CCOC(=O)C1(Cc2cccc(OC)c2)CCN(Cc2cccn2-c2nccs2)CC1

Compound	9	10	11	12	13	14	15	16
Bim-Mcl-1	-1	-1	-3	-5	0	0	-3	-3
Avidin bead fluor	3	16	11	4	15	8	7	8
Rac1 wt modul	98	103	105	106	101	101	104	99
Cdc42 wt GTP	97	103	101	106	104	99	100	97
Mcl1-Noxa inh	-1	15	-2	3	31	8	-19	6
HRas wt GTP bind	99	101	101	102	100	98	101	99
Pf gamet viab	10	.	-5	-16	7	.	-16	25
Rab2 wt GTP	98	99	102	102	101	97	99	97
Mcl1 Bid PPI	-25	-30	-13	-91	2	-4	-68	-14
Rab7 wt modul	98	98	98	100	98	97	101	96
Rac1 act GTP bind	96	101	101	100	99	97	97	96

#17 CCOc1ccccc1N1CCN(C(=O)/C=C/c2cccc([N+](=O)[O-])c2)CC1
#18 Cc1ccc(N2C(=O)c3ccccc3NC2C(C)Cc2ccc3c(c2)OCO3)cc1 (centres undefined)
#19 O=C(NC1CCN(Cc2ccccc2)CC1)C1CCCN(S(=O)(=O)c2cccc3nonc23)C1 (centres undefined)
#20 CC(=O)N1C(=O)N(C)C2C1N(C)C(=O)N2C(C)=O (centres undefined)
#21 CCOC(=O)c1cccc(NC(=O)CN(c2ccc(C)cc2)S(=O)(=O)c2c(C)n[nH]c2C)c1
#22 O=C(COC(=O)C1CC(=O)N(c2ccc3c(c2)OCCO3)C1)NC1CCCc2ccccc21 (centres undefined)
#23 CCc1cccc(CC)c1NC(=S)NCC(c1cccnc1)N1CCOCC1 (centres undefined)
#24 O=C(CSc1cn(Cc2ccccc2)c2ccccc12)N1CCOCC1

Compound	17	18	19	20	21	22	23	24
Bim-Mcl-1	-6	-4	0	-2	1	-1	-1	-1
Avidin bead fluor	9	6	10	26	18	10	6	8
Rac1 wt modul	97	92	105	106	102	103	104	110
Cdc42 wt GTP	100	89	104	102	102	102	103	103
Mcl1-Noxa inh	5	29	8	-2	3	7	-7	-4
HRas wt GTP bind	97	92	105	104	101	101	102	102
Pf gamet viab	.	-3	.	.	-32	.	13	.
Rab2 wt GTP	98	91	104	102	100	101	102	103
Mcl1 Bid PPI	-24	-8	-11	-5	1	-35	-43	-15
Rab7 wt modul	99	92	103	104	99	101	99	101
Rac1 act GTP bind	97	92	101	96	99	100	101	99

#25 COc1ccccc1-c1noc(CCC(=O)Nc2cccc(C)c2)n1
#26 COC(=O)c1c(NC(NC(=O)c2ccccc2)(C(F)(F)F)C(F)(F)F)sc2c1CCN(C)C2
#27 CC(=O)Nc1coc2ccc(Br)cc12
#28 OC1CCCN(Cc2nc(Cc3ccccc3Cl)no2)C1 (centres undefined)
#29 CN(C)c1nc(Nc2ccccc2)nc(N(C)C)n1
#30 CC(=O)c1ccc(NC(=O)C(C)OC(=O)COc2ccc(C#N)cc2)cc1 (centres undefined)
#31 CC(=O)C(Sc1nn(C)c(=S)s1)C(=O)Nc1ccccc1 (centres undefined)
#32 CN1CCN(c2ccc(Cl)cc2NC(=O)/C=C/c2ccc(F)cc2)CC1

Compound	25	26	27	28	29	30	31	32
Bim-Mcl-1	-3	-5	2	0	0	-10	-4	0
Avidin bead fluor	11	6	6	12	8	9	4	13
Rac1 wt modul	105	104	106	103	102	105	104	97
Cdc42 wt GTP	104	101	107	98	103	104	105	96
Mcl1-Noxa inh	11	4	-8	23	12	13	4	40
HRas wt GTP bind	102	101	103	96	103	103	103	95
Pf gamet viab	5	27	-15	6	.	3	-7	0
Rab2 wt GTP	99	101	102	94	102	101	102	96
Mcl1 Bid PPI	-5	-17	-28	-4	13	-6	8	-16
Rab7 wt modul	99	100	100	92	105	103	100	94
Rac1 act GTP bind	99	99	102	96	101	101	100	96

#33 O=C(O)CN1CCN(Cc2ccc(F)cc2Cl)C1=O
#34 COc1ccc(-n2c(Cc3cccn3C)nnc2SCC(=O)Nc2ccccc2F)cc1
#35 C#CCOCCOCCOCCNc1nc(N2CCOCC2)nc(N2CCN(C(=O)[C@H](Cc3cc4ccccc4[nH]3)n3cc([C@@H](N)Cc4ccc(O)cc4)nn3)CC2)n1
#36 Cc1ccc(C(=O)Nc2ccc(N3CCN(S(C)(=O)=O)CC3)cc2)cc1C
#37 COc1ccccc1S(=O)(=O)Nc1cc(S(=O)(=O)N2CCCCC2)ccc1N1CCOCC1
#38 Cc1cc(NC(=O)c2ccco2)ncc1NC(=O)CCc1ccccc1
#39 O=C(NCc1ccccc1Cl)c1ccccc1Oc1ccccc1
#40 CSc1cccc(NC(=O)COc2ccccc2)c1

Compound	33	34	35	36	37	38	39	40
Bim-Mcl-1	-4	-1	-2	1	2	0	-2	0
Avidin bead fluor	23	8	6	15	10	10	11	25
Rac1 wt modul	100	109	97	101	93	107	103	106
Cdc42 wt GTP	102	103	98	96	94	100	101	106
Mcl1-Noxa inh	9	7	31	0	3	27	-8	3
HRas wt GTP bind	101	103	98	101	93	102	99	102
Pf gamet viab	-36	.	-3	.	6	0	-5	.
Rab2 wt GTP	99	101	95	101	96	100	98	102
Mcl1 Bid PPI	-1	-43	31	-5	-15	-20	14	-12
Rab7 wt modul	94	98	95	100	94	104	94	98
Rac1 act GTP bind	97	101	98	97	92	99	99	101

#41 CCn1c(SCc2nc3scc(-c4ccccc4)c3c(=O)[nH]2)nnc1-c1ccc(Cl)cc1
#42 COc1cccc(/C=N/NC(=O)c2c(C)nc3ccc(Br)cn23)c1O
#43 COc1ccccc1[C@@H]1C(c2cccc(Cl)c2)=NN(c2ccccc2)[C@H]1C(=O)N1CCOC1=O
#44 CCc1nc2ccccc2n1CC(=O)N(C(C)CC)C1CCS(=O)(=O)C1 (centres undefined)
#45 O=C1CC(c2ccc(F)cc2)CC2=C1C=Nc1ccccc1N2 (centres undefined)
#46 CC1(C)CC2CC(C)(CN2C(=O)C23CCC(C)(C(=O)O2)C3(C)C)C1 (centres undefined)
#47 COc1ccc2c(Cl)c(C(=O)N/N=C/c3ccc4c(c3)OCO4)sc2c1
#48 COCCN(Cc1cc2ccc(C)cc2n2nnnc12)Cc1nnnn1C(C)(C)C

Compound	41	42	43	44	45	46	47	48
Bim-Mcl-1	-4	0	-2	0	-2	2	-3	-17
Avidin bead fluor	1	10	12	7	12	6	27	7
Rac1 wt modul	99	94	103	101	100	105	98	105
Cdc42 wt GTP	102	91	95	106	95	103	95	101
Mcl1-Noxa inh	14	2	-35	-24	16	13	-5	4
HRas wt GTP bind	100	94	100	103	101	100	96	100
Pf gamet viab	23	.	.	11	-11	.	-14	.
Rab2 wt GTP	99	94	98	103	98	98	92	98
Mcl1 Bid PPI	-13	-82	3	-58	-25	4	37	-3
Rab7 wt modul	99	101	98	98	106	97	90	101
Rac1 act GTP bind	97	93	101	101	98	100	94	99

#49 COc1ccc(NC(=O)CNC(=O)c2c(C)nn(C)c2Cl)cc1
#50 Cc1ccccc1C(=O)Nc1cccc(-c2cn3ccccc3n2)c1
#51 O=C1NN=C(c2ccc(Cl)cc2)CC1c1cccc(Br)c1 (centres undefined)
#52 COC(=O)CSc1ncnc2c1sc1nc3c(cc12)COC(C)(C)C3
#53 Cc1ccccc1OCCC(=O)OCC(=O)NC(C)c1ccccc1 (centres undefined)

Compound	49	50	51	52	53
Bim-Mcl-1	4	-1	0	-1	-3
Avidin bead fluor	10	12	10	11	5
Rac1 wt modul	103	103	99	102	96
Cdc42 wt GTP	98	102	93	101	97
Mcl1-Noxa inh	18	17	5	1	0
HRas wt GTP bind	100	95	95	100	98
Pf gamet viab	.	17	-57	-9	-4
Rab2 wt GTP	102	94	98	100	96
Mcl1 Bid PPI	-5	-27	-6	-16	-13
Rab7 wt modul	107	94	103	105	95
Rac1 act GTP bind	100	99	98	100	96

Assay outcomes deposited in PubChem BioAssay by several laboratories.
